# PGK inhibitor: blocks T. brucei phosphoglycerate kinase; Potency, µM (top dose mostly 57.5 µM), for the others: top-dose activity change, negative = inhibition, usual class: inhibitors; actives 0.043% (n = 380,000); P07378; AID 602233; PGK/GAPDH coupled, Kinase-Glo luminescence, 60 min; further: on the % scale 0 is the no-effect control and ±100 the full control effect; nearly all actives have a fitted effect of over 60% in size
#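 Recombinant glycosomal PGK reaction used 1,3-bisphosphoglycerate generated in-well by GAPDH (100nM final) in 100mM TEA pH 7.6, 5mM MgCl2, 0.01% Tween-20. After 60 minutes at room temperature, ATP was read by Kinase-Glo Plus luminescence end-point.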
# JMJD2A Tudor: JMJD2A Tudor domain (human) inhibition. O75164. AlphaScreen JMJD2A-Tudor / H3K4me3 peptide binding. Potency, µM (series often up to 114 µM), without a hit: top-dose activity change, negative = inhibition, most hits filed as inhibitors. actives 4.4% (n = 390,000). AID 504339; further: on the % scale 0 is the no-effect control and ±100 the full control effect; nearly all actives have a fitted effect of over 50% in size
# G9a block: G9a (human) methyltransferase inhibition; Q96KQ7; G9a H3K9 monomethylation, AlphaScreen, 2 h; Potency, µM (titrated, usually from 102 µM), without a hit: top-dose activity, negative = inhibition, usual class: inhibitors; actives 8.8% (n = 350,000); further: on the % scale 0 is the no-effect control and ±100 the full control effect; nearly all actives have a fitted effect of over 75% in size
# Target sequence (Q96KQ7 913-1193 limits assumed): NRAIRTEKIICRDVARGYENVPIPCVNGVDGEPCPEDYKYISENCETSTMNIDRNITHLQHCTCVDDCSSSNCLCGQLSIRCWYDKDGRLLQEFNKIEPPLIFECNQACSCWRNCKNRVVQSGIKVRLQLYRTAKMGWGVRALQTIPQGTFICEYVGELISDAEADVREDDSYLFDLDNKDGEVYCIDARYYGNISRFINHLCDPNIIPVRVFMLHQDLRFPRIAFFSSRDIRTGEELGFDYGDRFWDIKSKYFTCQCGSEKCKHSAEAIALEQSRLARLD
#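 Readings reflect AlphaScreen signal from monomethyl-H3K9 antibody detection. HMT at 20 nM; substrate b-H3K9 500 nM; cofactor SAM 20 uM; 2 h RT reaction; compounds tested as titrations in qHTS with 15 min preincubation.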
# Pin1 inh: blocks the human prolyl isomerase Pin1. Q13526. Pin1 FP peptide displacement, HiFluor488, 10 min. Potency, µM (titrated, usually from 115 µM), inactives show top-dose activity, negative = inhibition, hits mostly inhibitors. actives 0.009% (n = 390,000); active means well fitted inhibition curve with a large enough effect in the polarisation, with a control signal flat, not every such curve was filed as active; inconclusive means small, poorly fitted or top-dose-only effect, or effect the other way, or a change in a side signal; inactive means no such curve, though single readings can be large or run the other way; the % refers to the polarisation; further: on the % scale 0 is the no-effect control and ±100 the full control effect
# POLI inh: DNA polymerase iota (human) inhibition; Q9UNA4; Pol iota fluorescent replication assay, 10 min; Potency, µM (titrated, usually from 115 µM), for inactives: at the highest dose activity, negative = inhibition, most hits filed as inhibitors; actives 1% (n = 390,000)
# Target sequence (Q9UNA4 whole entry, looked up): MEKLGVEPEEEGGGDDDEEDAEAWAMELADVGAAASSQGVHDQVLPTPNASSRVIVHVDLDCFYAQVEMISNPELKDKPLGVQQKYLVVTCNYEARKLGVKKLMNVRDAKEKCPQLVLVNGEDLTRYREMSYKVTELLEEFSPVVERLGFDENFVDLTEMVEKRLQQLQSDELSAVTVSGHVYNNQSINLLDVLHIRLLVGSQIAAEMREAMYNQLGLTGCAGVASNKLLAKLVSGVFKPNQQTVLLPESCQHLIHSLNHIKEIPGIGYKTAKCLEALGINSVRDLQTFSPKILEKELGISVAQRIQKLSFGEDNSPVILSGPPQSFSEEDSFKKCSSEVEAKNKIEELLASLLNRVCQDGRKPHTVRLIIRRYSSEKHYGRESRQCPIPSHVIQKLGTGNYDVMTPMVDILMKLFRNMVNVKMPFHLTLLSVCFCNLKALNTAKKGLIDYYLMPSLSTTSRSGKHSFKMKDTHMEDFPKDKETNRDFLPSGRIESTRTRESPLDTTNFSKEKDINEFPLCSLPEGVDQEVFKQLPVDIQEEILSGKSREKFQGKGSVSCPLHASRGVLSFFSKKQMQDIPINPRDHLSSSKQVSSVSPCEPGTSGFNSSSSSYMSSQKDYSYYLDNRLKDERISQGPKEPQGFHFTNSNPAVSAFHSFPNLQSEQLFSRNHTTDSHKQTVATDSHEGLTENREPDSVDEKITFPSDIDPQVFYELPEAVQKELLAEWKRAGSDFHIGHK
#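 Pol iota at 10 nM preincubated 15 min with compounds at room temperature; reaction started with fluorescent substrate, 50 nM final. Fluorescence read kinetically at 0 and 10 min; buffer-only wells as negative control.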
# BLM inh: inhibitors of human Bloom syndrome helicase BLM; P54132; recombinant BLM DNA unwinding, fluorescence dequenching; Potency, µM (titrated, usually from 56.1 µM), without a hit: at the top dose activity change, negative = inhibition, actives largely listed as inhibitors; actives 0.2% (n = 350,000);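 further: plate controls were vehicle for no effect and no enzyme for full effect; nearly all actives have a fitted effect of over 35% in size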
# BAZ2B block: inhibitors of human BAZ2B bromodomain | AlphaScreen BAZ2B-H3K14Ac peptide displacement | Potency, µM (titrated, usually from 114 µM), for inactives: top-dose activity change, negative = inhibition, usual class: inhibitors | actives 4.4% (n = 360,000) | AID 504333; further: on the % scale 0 is the no-effect control and ±100 the full control effect; nearly all actives have a fitted effect of over 60% in size
#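 AlphaScreen displacement of biotin-H3(5-23)K14Ac peptide (50 nM final) from BAZ2B (50 nM final) in PBS pH 7.4, 0.01% Tween-20; complex preformed 30 min RT, then compounds (top 110 uM) 30 min RT, beads 20 min dark.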
# GLS inh: inhibitors of human glutaminase (GLS). GLS enzymatic activity, qHTS titration. Potency, µM (highest dose often 45.5 µM), inactives show at the highest dose activity change, negative = inhibition, hits mostly inhibitors. actives 0.21% (n = 410,000); further: on the % scale 0 is the no-effect control and ±100 the full control effect
#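 Coupled fluorescence readout: glutamate oxidase/HRP/Amplex Red detect glutamate formed by hKGA from L-glutamine (1 mM solution added). Buffer 45 mM KH2PO4 pH 8.2, 0.02% Tween-20; reads at t0 and 30 min RT.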
# HP1b binding inh: blocks HP1-beta chromodomain binding to methylated histone tails; AlphaScreen HP1-beta / biotin-H3K9me3 peptide binding; actives 0.56% (n = 390,000); P83916; Potency, µM (titrated, usually from 114 µM), for inactives: at the highest dose activity change, negative = inhibition, actives largely listed as inhibitors; AID 540317; further: nearly all actives have a fitted effect of over 70% in size; inactives centre near 23
#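 HP1-beta protein (50 nM final) preincubated 30 min at room temperature with biotinylated H3(1-18)K9me3 peptide (50 nM) in PBS pH 7.4, 0.01% Tween-20, then compound added for 30 min. AlphaScreen streptavidin donor/nickel chelate acceptor beads (10 ug/mL final), 30 min dark, luminescence read.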
# Active calls of the source: *; i = inactive; ? = inconclusive; . = no result given; [ ] = remark or other dose. Unless noted, the call rests on the fitted dose curve; in most records, active means well fitted curve in the direction sought with a large enough effect; inconclusive means small, poorly fitted or top-dose-only effect, or another doubt; inactive means no such curve, though single readings can be large; an effect the other way counts as inactive or inconclusive. Potency means the concentration at half of the fitted maximal effect. This is a subset, so the mix of outcomes need not match the whole.
GLS inh | PGK inhibitor | Compound | HP1b binding inh | Pin1 inh | G9a block | BAZ2B block | POLI inh | BLM inh | JMJD2A Tudor
1% | 0% | OC[C@@H]1[C@@H](c2ccc(Cl)cc2)C(c2cccc(Cl)c2)=NN1c1ccccc1 | 415%[activator] | 28% | 160%[activator][59 µM] | . | 21% | -13%[75.6 µM] | 186%[activator]
1% | -9% | c1nc(NCc2ccc3c(c2)OCO3)c2cc(-c3ccoc3)ccc2n1 | 12% | 7% | 0%[12.7 µM] | 50µM* | 4% | . | -23%
0% | 5% | CC(C)(C)c1ccc(OCCCn2ccnc2)cc1 | ? | 0% | 22µM* | 50µM* | 4% | -2% | 25µM*
-3% | i | Cc1ccccc1Nc1nnc(-c2ccc(C)c(S(=O)(=O)N3CCOCC3)c2)c2ccccc12 | 28% | 6% | -2%[59 µM] | -16% | -1% | -4% | -35%
-11% | 3% | CCOC(=O)/C=C/C(=O)OCC(=O)Nc1ccc([N+](=O)[O-])cc1 | 18%[57 µM] | -4% | 48%[12.7 µM] | 0% | 35%[activator] | 0% | -8%
2% | 11% | CCCCN(C(=O)Cc1ccc(S(=O)(=O)N2CCOCC2)s1)c1ccccc1 | 28% | 0% | -2% | 16% | 58%[activator] | . | -15%
2% | -6% | CN(CCCC(=O)Nc1ccccc1)S(=O)(=O)c1ccc(Cl)cc1 | 43%[activator] | -1% | -33% | 3% | -11% | 1% | -17%
0% | i | O=C(Cc1ccccc1)N1O[C@H]2C=C[C@@H]1CC2 | 25% | -2% | . | . | 33%[activator] | . | -8%
-18% | 3% | CCCCn1c2ccc(F)cc2c2nnc(SCCN3CCOCC3)nc21 | 26% | -2% | 40µM* | -6% | 140%[activator] | 2% | -18%
? | -6% | Cc1ccc(S(=O)(=O)N(CC(=O)N/N=C/c2ccccc2C(=O)O)c2cc(Cl)cc(Cl)c2)cc1 | 25% | ? | ? | ? | -7% | -12% | -15%
-19% | -10% | CC(NC(=O)c1ccc2ccccc2n1)c1ccc(Br)cc1 (centres undefined) | 55%[activator] | 4% | 78%[activator] | 36%[activator] | -12% | -11% | 55%[activator]
10% | -7% | COc1ccc(CCNC(=O)CNCC2CCCCC2)cc1OC | ? | -15% | -4% | 56µM* | -28% | -1% | 25µM*
0% | 5% | CCNc1nc(NCC)nc(N/N=C/c2ccc(N(C)C)cc2)n1 | -21% | -9% | 50µM* | 45µM* | 52%[activator] | -4% | ?
1% | -1% | COc1ccc(NC(=O)Cn2nnc(C(=O)NCCc3ccccc3)c2N)c(OC)c1 | 39% | ? | 21%[59 µM] | ? | ? | -27% | ?
-11% | -8% | CCOC(=O)C(=O)c1c(-c2ccccc2)nc2ccccn12 | 37%[activator] | ? | 81%[activator] | -22% | 32% | 3% | -9%
4% | -6% | CCOC(=O)COn1c(-n2nc(C)cc2C)nc2ccccc2c1=O | 7% | -2% | 22% | -1% | 19% | -5% | -6%
-8% | 1% | CC(C)c1ccc(-c2nn(-c3ccccc3)cc2C2C(C#N)=C(N)OC3=C2C(=O)CC(C)(C)C3)cc1 (centres undefined) | 36% | 46%[activator] | ? | -9% | 6% | -16% | -30%
-2% | -9% | O=C(CCc1nnc2ccc(NCc3ccc(F)cc3)nn12)NC1CCCC1 | 50%[activator] | 2% | -1% | -3%[57.1 µM] | 23% | 0% | 4%
7% | -7% | Cc1ccc(NC(=O)N2CCN(Cc3nc4ccc(C)cc4o3)CC2)c(Cl)c1 | 11% | 1% | 4%[59 µM] | -4% | -1% | -1% | -14%
15% | i | O=C(O)c1ccc2c(c1)C1C=CCC1C(c1cc3c(cc1Br)OCO3)N2 (centres undefined) | 4% | -8% | -45% | -34% | ? | -4% | -29%
16% | 1% | O=C(Nc1cccc(S(=O)(=O)N2CCCC2)c1)C1CCCN1C(=O)c1cccs1 (centres undefined) | 21% | -10% | -13%[59 µM] | 0% | 17% | -1% | -14%
3% | 2% | CCc1cccc(C)c1NC(=O)COn1nnc2ccc(C(F)(F)F)cc21 | 23% | -5% | 20%[59 µM] | -17% | ? | -4% | -3%
7% | 6% | CCn1c(=O)c2cc(C(=O)N3CCN(c4cccc(OC)c4)CC3)sc2c2ccccc21 | 3% | 2% | -38%[59 µM] | -31% | 9% | -3% | -33%
-10% | i | Cc1cccc(NC(=O)c2cc3ccccc3c(=O)o2)n1 | -9% | 0% | . | . | 5% | . | -20%

# Arranged by SMILES length (highest first): part of the list above.
GLS inh | PGK inhibitor | Compound | HP1b binding inh | Pin1 inh | G9a block | BAZ2B block | POLI inh | BLM inh | JMJD2A Tudor
15% | i | O=C(O)c1ccc2c(c1)C1C=CCC1C(c1cc3c(cc1Br)OCO3)N2 (centres undefined) | 4% | -8% | -45% | -34% | ? | -4% | -29%
3% | 2% | CCc1cccc(C)c1NC(=O)COn1nnc2ccc(C(F)(F)F)cc21 | 23% | -5% | 20%[59 µM] | -17% | ? | -4% | -3%
-10% | i | Cc1cccc(NC(=O)c2cc3ccccc3c(=O)o2)n1 | -9% | 0% | . | . | 5% | . | -20%

# Next section.
GLS inh | PGK inhibitor | Compound | HP1b binding inh | Pin1 inh | G9a block | BAZ2B block | POLI inh | BLM inh | JMJD2A Tudor
-8% | -11% | Cc1cc(Cl)cc2c(N=Nc3ccccc3C(=O)O)c(O)[nH]c12 | -22% | -3% | ? | ? | 2% | -24% | -32%
2% | i | COc1ccc(-c2csc3ncnc(N4CCN(C(=O)c5ccco5)CC4)c23)cc1 | 56% | 19% | 50µM* | -34% | -17% | . | -19%
-13% | i | CCOc1cc(S(=O)(=O)n2ccc(C)n2)ccc1Br | 34% | -1% | 27% | 3% | 17% | -1% | 6%
2% | 4% | O=C(CCS(=O)(=O)c1cccs1)NC1CCCCCC1 | 39% | -5% | . | 1% | 14% | -2% | -1%
2% | -4% | O=c1cc(CSc2n[nH]c(=O)n2C2CC2)c2ccc(O)cc2o1 | -4% | 5% | -5%[59 µM] | -15% | 43%[activator] | 1% | -18%
8% | -4% | COc1ccc(N(CCCN2C(=O)c3cccc4cccc(c34)C2=O)C(=O)c2cccs2)cc1 | 11% | 52%[activator] | 1%[59 µM] | -29% | -16% | -1% | -24%
-7% | 7% | COc1ccc(/C=N/NC(=O)c2c(C)n(C)c3ccc(OC)cc23)c(OC)c1 | 25% | -3% | 0%[59 µM] | -30% | 2% | -7% | -19%
1% | i | Cc1cccc(C(=O)NCC(=O)OCC(=O)NCCNC(=O)COC(=O)CNC(=O)c2cccc(C)c2)c1 | 32% | 1% | -45% | -14% | 71%[activator] | . | 2%
4% | 1% | COc1ccc(NC(=O)C2CCN(c3ccc(Sc4ccc(C)cc4)nn3)CC2)cc1 | 17% | 4% | -4%[59 µM] | -1% | -6% | -8% | -18%
2% | -3% | CCCn1c(=O)c2sccc2n2c(CCCC(=O)Nc3ccccc3F)nnc12 | 55%[activator] | -6% | -5%[59 µM] | -18% | 18% | -7% | 2%
1% | i | CC(=O)N1c2ccc(Cl)cc2C2OCCC2C1c1ccco1 (centres undefined) | 17% | 4% | -24% | -11% | 193%[activator] | -1% | -14%
10% | 0% | COc1ccc(N2CCN(C(=S)Nc3ccc(C)cc3C)CC2)cc1 | 31% | -12% | 10% | -14% | 1% | -1% | -1%
1% | -11% | CSc1cc(C)c(OCC(=O)Nc2c(C)nn(C)c2C)c(C)c1 | 22% | -4% | . | -6% | -1% | -14% | -3%
16% | 0% | CCOC(=O)c1ccc(CN(Cc2ccccc2)S(=O)(=O)c2cccc([N+](=O)[O-])c2)cc1 | 8% | -1% | -20%[59 µM] | ? | 21% | -8% | -29%
-1% | . | Cc1cccc(NS(=O)(=O)c2cccs2)c1 | 18% | 6% | -8%[12.7 µM] | -2% | -2% | -6% | -28%
-29% | 0% | c1ccc2c(c1)OCC(c1nnc3sc(-c4ccc5c(c4)OCO5)nn13)O2 (centres undefined) | ? | 6% | 5µM* | -4% | -1% | 3% | -29%
0% | 9% | Cc1csc(CN(C)C(=O)CC2C(=O)NCCN2Cc2ccc(F)cc2Cl)n1 (centres undefined) | 41%[activator] | -22% | 22µM* | -17% | 13% | 0% | -3%
11% | i | Cc1cnc(NC(=O)c2cc3c(C)nn(-c4ccccc4)c3s2)s1 | 4% | 34%[activator] | -19%[12.7 µM] | 2% | -7% | -4% | 2%
-3% | . | C[C@](N)(Cc1ccc(O)cc1)C(=O)O | . | . | 0%[59 µM] | . | ? | 1% | .
-6% | -1% | N#Cc1ccccc1OCC(=O)OCC(=O)N1CCN(C(=O)c2ccco2)CC1 | 44%[activator] | 3% | 15% | -7% | 104%[activator] | 0% | 3%[57.1 µM]
3% | -5% | N#CCCN(C(=S)NC(=O)c1cccs1)c1ccccc1F | ? | -8% | 4µM* | ? | -15% | . | ?
-3% | -2% | CC(=O)CCC(=O)OCC(=O)Nc1ccc(SC(F)F)cc1 | 28% | -3% | ? | 1% | 39%[activator] | -1% | -12%
0% | 0% | Cc1cccc2sc(NC(=O)[C@@H]3CCCN3C(=O)c3cccs3)nc12 | 21% | 0% | -3% | -5% | 6% | -1% | -12%
-16% | -5% | CC1=CC(=C(C#N)c2nc3ccccc3s2)C=C(C)N1c1ccc(F)cc1F | 54%[activator] | 2% | ? | 6% | 128%[activator] | -21% | 2%
1% | 9% | CC(C)(C)c1cc(C(=O)N/N=C/c2ccc(F)cc2)n(-c2ccccc2)n1 | 28% | 0% | -11%[59 µM] | -1% | 13% | -9% | -25%
-9% | i | NS(=O)(=O)c1ccc(NC(=O)c2c(Cl)cccc2Cl)cc1 | -7% | -11% | 1%[0.501 µM] | 5% | 39%[activator] | -4% | 28µM*
-1% | -2% | O=C(CN1C(=O)NC2(CCCCC2)C1=O)N1CCN(S(=O)(=O)c2cccc(F)c2)CC1 | 25% | 8% | 9% | -15% | 18% | -2% | -6%
2% | 10% | C[C@@H](NC(=O)Cn1ccc(N)nc1=O)c1cccc2ccccc12 | 24% | 0% | -1%[2.33 µM] | 12% | -8% | . | -13%
-8% | 2% | CC(=O)Oc1ccc(Oc2ccc(-c3noc(C)n3)cc2)cc1 | 94%[activator] | -3% | 24%[12.7 µM] | 30% | -5% | -5% | -6%
-1% | i | O=C(NN1CC(=O)N(c2cc(Cl)cc(Cl)c2)CC1=O)c1cccs1 | 32% | -4% | 1% | 0% | -13% | 3% | -25%

# Compound activity (PubChem)
